Screening data from PubChem.
MIN6 prolif: inducers of MIN6 beta-cell proliferation, primary screen, ATP luminescence, uHTS; 0.29% of 330,000 active; proliferation, % at 10 µM; AID 2380, 2010; MIN6 cells proliferation, ATPlite luminescence, 48 h; cells starved in 0.2% serum; 100% = growth in 10% serum;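 active = compounds whose signal lies at least 3.5 SD above the mean of all wells on their plate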;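 note: 0% = DMSO-treated cells in low-serum medium and 100% = 10% serum control; some compounds called inactive have numbers as strong as hits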
mIAP inh: inhibitors of mouse IAP, primary screen, biochemical, luminescence, uHTS | intestinal alkaline phosphatase [Mus musculus] | purified mouse IAP, CDP-Star luminescence, 30 min | inhibition, % at 10 µM | 0.2% of 330,000 active;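 active = inhibition of at least 40% at 10 µM in the primary screen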;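 note: plate controls were DMSO with enzyme for no effect and no enzyme wells for full effect; values of inactives mirror those of a sister screen read the other way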
hIAP activ: human IAP activators, primary screen, biochemical, luminescence, uHTS. 0.16% of 330,000 active. purified human IAP, CDP-Star luminescence, 30 min; active compounds read high; 1 = vehicle-only enzyme, 0 = enzyme-free background. Intestinal-type alkaline phosphatase (Homo sapiens), P09923. activation factor at 10 µM;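 active = activation factor of the enzyme at least 2-fold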; note: the source names both 10 and 20 µM as test concentration; values of inactives mirror those of a sister screen read the other way
Target sequence (P09923 whole entry, looked up): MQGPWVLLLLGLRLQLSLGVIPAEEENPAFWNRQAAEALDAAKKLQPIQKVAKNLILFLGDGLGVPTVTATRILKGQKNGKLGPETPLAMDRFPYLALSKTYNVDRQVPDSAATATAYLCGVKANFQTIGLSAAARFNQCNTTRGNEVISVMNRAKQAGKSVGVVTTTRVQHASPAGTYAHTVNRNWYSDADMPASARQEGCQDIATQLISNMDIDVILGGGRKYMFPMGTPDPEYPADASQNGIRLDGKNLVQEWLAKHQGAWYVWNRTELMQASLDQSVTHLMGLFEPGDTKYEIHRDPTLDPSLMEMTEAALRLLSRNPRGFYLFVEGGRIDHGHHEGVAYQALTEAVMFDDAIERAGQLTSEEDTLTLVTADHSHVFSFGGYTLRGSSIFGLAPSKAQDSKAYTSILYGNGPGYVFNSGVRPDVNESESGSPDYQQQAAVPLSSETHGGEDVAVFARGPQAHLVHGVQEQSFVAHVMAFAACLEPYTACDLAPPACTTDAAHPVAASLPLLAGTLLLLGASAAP
APOBEC3A inh: APOBEC3A ssDNA deaminase inhibitors, primary screen, selectivity assay for APOBEC3G inhibitor project, biochemical, FAM/TAMRA oligo cleavage fluorescence; inhibition, % at 20 µM; AID 493011, 2011; recombinant A3A, FAM/TAMRA ssDNA deamination fluorescence; DNA dC->dU-editing enzyme APOBEC-3A (Homo sapiens), P31941; 0.41% of 330,000 active;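 active = at least 40% inhibition at 20 µM here, with at most 30% in a related deaminase screen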;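 note: plate controls were A3A with DMSO for no effect and wells lacking A3A enzyme for full effect; some results filed as inactive read as strong as hits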
hIAP block: human IAP inhibitors, primary screen, biochemical, luminescence, uHTS | Intestinal-type alkaline phosphatase (Homo sapiens), P09923 | purified IAP, CDP-Star luminescence, 30 min | inhibition, % at 10 µM | 0.12% of 330,000 active | AID 2544, 2010;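 active = inhibition reaching a set limit with compound at 10 µM in the primary screen, cut at about 35% in these data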;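 note: plate controls were DMSO wells with enzyme for no effect and no-enzyme buffer wells for full effect; values of inactives mirror those of a sister screen read the other way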
A3G deaminase: APOBEC3G DNA deaminase inhibitors, primary screen, biochemical, fluorescence, single-stranded DNA substrate, uHTS. recombinant A3G, ssDNA deamination FAM/TAMRA fluorescence. inhibition, % at 20 µM. 0.28% of 330,000 active;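 active = inhibition of at least 40% at 20 µM, with no more than 30% in the related APOBEC3A deaminase screen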;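 note: plate controls were DMSO wells with A3G for no effect and wells lacking A3G enzyme for full effect; some compounds called inactive have numbers as strong as hits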
mIAP act: activators of mouse IAP, primary screen, biochemical, luminescence, uHTS | 0.24% of 330,000 active | activation factor at 10 µM | intestinal alkaline phosphatase [Mus musculus] | muIAP, CDP-Star luminescence, 30 min; active compounds read high; 1 = vehicle-only enzyme signal, 0 = enzyme-free wells;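 active = activation factor of at least 2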; note: the source names both 10 and 20 µM as test concentration; values of inactives mirror those of a sister screen read the other way
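also added = chemiluminescent substrate CDP-Star | test system = mouse IAP enzyme | signal = chemiluminescence readout | compound = DMSO-dissolved test compounds | incubation = 30 min at room temperature | benchmarks = DMSO wells, no-enzyme wells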
MPTP block: mitochondrial permeability transition pore inhibitors, primary screen, biochemical, isolated mouse mitochondria, absorbance; Ca2+ swelling absorbance, 30 min; inhibition, % at 10 µM; 1.4% of 360,000 active;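 active = inhibition of 50% or more, scaled per plate between neutral and stimulator controls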;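 note: 0% = DMSO wells given calcium and 100% = 1 mM EGTA wells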
ATG4B inh: ATG4B protease inhibitors, primary screen, biochemical, fluorescence, uHTS | AID 504462, 2011 | 0.51% of 340,000 active | inhibition, % at 8.33 µM | ATG4B cleavage of LC3-PLA2, NBD-HPC fluorescence, 1 h; in the data active = inhibition above about 40%
Target sequence (Q9Y4P1 whole entry, looked up): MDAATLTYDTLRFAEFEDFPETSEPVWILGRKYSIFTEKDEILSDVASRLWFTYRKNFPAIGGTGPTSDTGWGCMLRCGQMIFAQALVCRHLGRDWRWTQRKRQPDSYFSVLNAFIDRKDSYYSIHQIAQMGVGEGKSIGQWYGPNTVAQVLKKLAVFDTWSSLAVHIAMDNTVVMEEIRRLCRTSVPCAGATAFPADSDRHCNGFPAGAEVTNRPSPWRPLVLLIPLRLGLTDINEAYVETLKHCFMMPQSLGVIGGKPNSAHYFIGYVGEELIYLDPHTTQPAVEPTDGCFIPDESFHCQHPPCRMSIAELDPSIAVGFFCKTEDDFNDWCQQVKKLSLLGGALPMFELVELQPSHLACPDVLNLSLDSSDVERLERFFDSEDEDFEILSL
The depositor's hits bear a star; x = no result given. Compounds were not picked by outcome. Share with any hit: about 3.3%.

SMILES	MIN6 prolif	mIAP inh	hIAP activ	APOBEC3A inh	hIAP block	A3G deaminase	mIAP act	MPTP block	ATG4B inh
Cc1ccc(/C=c2\sc3nc(-c4ccco4)nn3c2=O)o1	-2	60*	1	97	-3	80	0.4	0.5	9
Cc1ccc(C)c(OCC(=O)NNC(=O)C2CC2)c1	5	11	1.5	-7	-49	-2	0.89	1.3	0
CN1C(=O)Cc2cc(S(=O)(=O)N3CCN(c4ccc(Cl)cc4)CC3)ccc21	1	-3	1.1	-2	-14	-1	1	2.2	-4
C/C(=N\NC(=O)c1ccoc1C)c1ccc(Br)s1	0	-7	0.77	-7	23	10	1.1	-1.0	2
O=c1c2ccccc2sn1-c1cc(S(=O)(=O)N2CCOCC2)ccc1N1CCOCC1	-5	-1	0.97	0	3	77*	1	24	-12
NC(=O)C1CCN(Cc2cccc(OCc3ccccc3)c2)CC1	-3	-9	1.1	-7	-7	-7	1.1	-0.9	11
CN(C)C(CNC(=O)C1CCCN(C(=O)c2ccc(Cl)cc2)C1)c1ccco1 (stereo not given)	-1	-3	0.88	-1	12	-3	1	1.0	-8
N#Cc1ccc(CSCC(=O)O)cc1	-1	0	1	1	-3	-3	1	0.3	6
CCOC(=O)CC1C(=O)NCCN1C1CCCC1 (stereo not given)	2	-8	0.89	3	11	-2	1.1	1.0	-5
OCC[C@H]1C[C@@H](O)[C@H](O)[C@@]2(CCc3ccccc3CO2)O1	-5	-4	1	-4	-4	-10	1	-0.3	6
CN(Cc1ccc(F)cc1)C(=O)c1cccc(S(=O)(=O)N2CCN(Cc3ccccc3)CC2)c1	-1	-1	1.3	-4	-28	-9	1	1.6	-7
CC(c1ccccc1)N1CC(C(=O)NC2CCCC2)CC1=O (stereo not given)	-2	2	0.89	-3	11	-1	0.98	0.9	-1
COc1cc2nc(SCC(N)=O)n(CCC3=CCCCC3)c(=O)c2cc1OC	-2	-4	1	-7	-1	-5	1	-0.4	12
Nc1ncc(-c2ccccc2)c(-c2ccc(O)cc2O)n1	0	2	1.1	-1	-6	-3	0.98	-1.0	0
COc1ccc(N(CC(=O)NCCSc2ccccn2)S(=O)(=O)c2ccccc2)c(OC)c1	-1	5	1	1	-4	-3	0.95	-1.0	-4
CCCCNC(=O)C1COc2ccccc2O1 (stereo not given)	1	-12	1.1	-3	-9	-5	1.1	1.1	6
Cc1noc(C)c1NC(=O)Nc1cccc2c1O[C@H](CN(C)S(=O)(=O)c1cn(C)cn1)[C@@H](C)CN([C@H](C)CO)C2=O	-2	-1	1	1	-1	1	1	0.3	2
CC(C)(C)C(=O)N1CCN(c2ncnc3scc(-c4ccccc4)c23)CC1	-2	3	1.1	0	-8	-4	0.97	0.5	-13
CCc1nc(CN2CCCC(C(=O)c3ccc4c5c(cccc35)CC4)C2)c(C)[nH]1 (stereo not given)	-6	10	1	-3	-2	-8	0.9	4.0	-13
CCCCN1C(Nc2ccccc2)=NC[C@@H]1Cc1ccccc1	-1	-8	1	-2	0	-3	1.1	-2.0	5
COc1ccc(N(CC(=O)NC2CCCC2)C(=O)Cn2nnc(-c3ccc(C)cc3)n2)cc1	-3	3	0.99	-1	0	-4	0.97	-1.9	-7
CC(=O)c1ccc(Oc2ncnc3sccc23)cc1	-1	-3	0.94	-3	6	-9	1	0.5	9
O=C(COC(=O)C1CCC1)NCc1ccc(Cl)cc1Cl	1	-8	1.1	2	-10	4	1.1	-0.4	6
CN(C)CCN1C(=O)C(=O)/C(=C(/O)c2ccc3c(c2)OCCO3)C1c1ccccn1 (stereo not given)	-2	-2	1.1	-4	-6	-8	1	1.2	3
CCOc1ccccc1N(C(=O)c1snc(C(N)=O)c1N)C(C(=O)NC1CCCC1)c1ccco1 (stereo not given)	2	4	1.1	3	-5	-6	0.96	-1.8	8
OCCC1CN(Cc2nc(-c3ccc(F)cc3)cs2)CCN1CCc1ccccc1 (stereo not given)	-3	1	1.1	-1	-12	-1	0.99	7.1	6
COc1cccc(/C=N/NC(=O)CO/N=C(\C)c2cccs2)c1OC	4.6*	9	0.99	3	1	1	0.91	1.2	-6
O=C(Nc1ncc(Cc2cccc(C(F)(F)F)c2)s1)c1ccc(-c2cccc([N+](=O)[O-])c2)o1	0	13	0.99	0	1	-5	0.87	2.0	2
O=C1CC(CSc2ccc(Cl)cc2)=NN1	-3	4	0.99	0	1	1	0.95	-0.3	-1
CCCCOc1ccc(CN2CCSCC2)cc1	-2	-3	1.1	-6	-13	-2	1	-0.3	-2
Cc1nn(C)c(C)c1NS(=O)(=O)c1ccc(N2CCCC2=O)cc1	-4	-2	1.1	1	-6	-2	1	2.1	0
COc1ccc(N(CC(=O)NCCSCc2c(F)cccc2Cl)S(C)(=O)=O)cc1OC	-1	-3	0.89	-1	11	0	1	-2.5	-7
O=C(CC(c1ccco1)C1CCCCC1=O)c1ccco1 (stereo not given)	-2	8	1.1	7	-9	-2	0.92	-0.4	-4
Cc1csc(NC(=O)[C@@H]2CCCN2C(=O)c2cccs2)n1	0	0	0.83	-2	17	-10	1	-1.8	9
O=C(NCc1nc2ccccc2[nH]1)C1=C[C@H](c2ccccc2)C[C@H](OCCCCO)O1	-2	-12	0.92	-2	8	-10	1.1	0.2	-7
O=C(CCCn1cc([N+](=O)[O-])cn1)Nc1cccnc1	-1	12	1	3	-2	-1	0.88	0.5	-4
Cc1ccc(SC(=O)COc2ccccc2C)cc1	0	4	0.92	-3	8	-1	0.96	-2.8	8
Cc1cc(C(F)(F)F)nc2c(Cl)c(C(C)(C)C)nn12	-2	-4	0.89	-2	11	-6	1	-0.2	-4
O=C(O)C1CCCCC1C(=O)Nc1cc(Cl)ccc1Cl (stereo not given)	-2	0	0.99	3	1	0	1	x	-8
CC(C)c1ccc(OCC(=O)NN2C(=O)c3ccccc3C2=O)c(Br)c1	2	5	1.4	-2	-42	-12	0.95	3.0	7
O=C(COc1cc2oc(=O)c3c(c2cc1Cl)CCC3)NCc1ccccn1	-1	-3	0.97	2	3	-3	1	-2.4	1
O=C(CCNC(=O)c1ccc(Cl)cc1)Nc1ccncc1	1	-2	1	-2	0	-6	1	-1.8	-2
CCOC(=O)C1=C(c2ccccc2)NC(=O)NC1c1ccc(OC)c(OC)c1 (stereo not given)	-3	4	0.89	-4	11	-8	0.96	1.0	4
CSCCC(NS(=O)(=O)/C=C/c1ccccc1)C(=O)NCCc1ccc(S(N)(=O)=O)cc1 (stereo not given)	-4	2	1.1	-4	-9	-3	0.98	0.3	-6
Cc1cc(C(C)(C)C)oc1C(=O)Nc1ccc(CC(=O)O)cc1	-1	3	0.92	-1	8	-3	0.97	-1.1	-4
Cc1ccc(NC(=O)CSCC(=O)NCc2ccco2)cc1	-1	10	0.99	1	0	-10	0.9	-1.4	0
CCC1(C)Cc2c(sc3nc(SC)n(Cc4ccccc4)c(=O)c23)CO1 (stereo not given)	-4	4	0.93	0	7	0	0.96	1.0	2
C=CCSc1nccc(=O)[nH]1	-1	-6	0.88	-5	12	-10	1.1	10	-6
C#CCOCCOCCOCCNc1nc(N2CCN(C(=O)[C@H]([C@@H](C)CC)n3cc([C@@H](N)CO)nn3)CC2)nc(N2CCN(C(=O)[C@H](Cc3cc4ccccc4[nH]3)n3cc([C@@H](N)Cc4ccc(O)cc4)nn3)CC2)n1	-4	-22	1.1	-9	-14	-13	1.2	x	x
Cc1ccc(-c2nnc3sc(-c4ccncc4)nn23)cc1	0	-4	1.1	-5	-10	-3	1	-0.9	-3

More results follow:
SMILES	MIN6 prolif	mIAP inh	hIAP activ	APOBEC3A inh	hIAP block	A3G deaminase	mIAP act	MPTP block	ATG4B inh
COc1cc(S(=O)(=O)n2nnc3ccccc32)c(OC)cc1Cl	-2	4	0.84	-1	16	-5	0.96	0.0	-5
CC(C)Oc1ccc(CNC(=O)c2ccc3nc(N4CCOCC4)sc3c2)cc1	-1	-18	0.98	-3	2	-7	1.2	0.4	3
O=C(/C=C/Nc1ccccc1)C(F)(F)F	-3	-18	1.2	-8	-20	-3	1.2	2.2	4
CN(C)CCN(Cc1ccco1)S(=O)(=O)c1csc(C(N)=O)c1	1	-1	0.84	-1	16	-4	1	-1.7	2
Cc1ccc(NC(=O)Nc2ccc3c(c2)OCO3)c(Br)c1	0	-16	1.1	6	-10	21	1.2	-1.1	-4
O=c1c2ccccc2ncn1Cc1ccc(Cl)cc1	-1	-5	1.1	3	-6	-11	1.1	-4.6	-13
Cc1[nH]c2ccccc2c1C(=O)CN1CC(C)OC(C)C1 (stereo not given)	-2	-14	1.1	6	-13	-6	1.1	x	-6
COc1ccc(N2CCN(C(=O)NC3CCCCC3)CC2)cc1	-1	-2	1.2	-7	-25	-1	1	-1.7	1

In a second layout: 10 of the compounds above
Results follow in this order: MIN6 prolif	mIAP inh	hIAP activ	APOBEC3A inh	hIAP block	A3G deaminase	mIAP act	MPTP block	ATG4B inh
C#CCOCCOCCOCCNc1nc(N2CCN(C(=O)[C@H]([C@@H](C)CC)n3cc([C@@H](N)CO)nn3)CC2)nc(N2CCN(C(=O)[C@H](Cc3cc4ccccc4[nH]3)n3cc([C@@H](N)Cc4ccc(O)cc4)nn3)CC2)n1
→ -4	-22	1.1	-9	-14	-13	1.2	x	x
Cc1ccc(-c2nnc3sc(-c4ccncc4)nn23)cc1
→ 0	-4	1.1	-5	-10	-3	1	-0.9	-3
COc1cc(S(=O)(=O)n2nnc3ccccc32)c(OC)cc1Cl
→ -2	4	0.84	-1	16	-5	0.96	0.0	-5
CC(C)Oc1ccc(CNC(=O)c2ccc3nc(N4CCOCC4)sc3c2)cc1
→ -1	-18	0.98	-3	2	-7	1.2	0.4	3
O=C(/C=C/Nc1ccccc1)C(F)(F)F
→ -3	-18	1.2	-8	-20	-3	1.2	2.2	4
CN(C)CCN(Cc1ccco1)S(=O)(=O)c1csc(C(N)=O)c1
→ 1	-1	0.84	-1	16	-4	1	-1.7	2
Cc1ccc(NC(=O)Nc2ccc3c(c2)OCO3)c(Br)c1
→ 0	-16	1.1	6	-10	21	1.2	-1.1	-4
O=c1c2ccccc2ncn1Cc1ccc(Cl)cc1
→ -1	-5	1.1	3	-6	-11	1.1	-4.6	-13
Cc1[nH]c2ccccc2c1C(=O)CN1CC(C)OC(C)C1 (stereo not given)
→ -2	-14	1.1	6	-13	-6	1.1	x	-6
COc1ccc(N2CCN(C(=O)NC3CCCCC3)CC2)cc1
→ -1	-2	1.2	-7	-25	-1	1	-1.7	1
